BoNT F protease – blocks Botulinum neurotoxin F light chain protease; inhibition, % at 10 µM; AID 588497; Multiplex microsphere protease cleavage assay, flow cytometry; 360,000 compounds, 0.22% hits; in the data active means inhibition above about 35%, passing the limit was not always enough; inconclusive means no clear call, values can overlap the other calls; further: plate controls were buffer without enzyme for full effect and enzyme alone for no effect
UGM FP inh – inhibitors of M. tuberculosis UDP-galactopyranose mutase; AID 504406; 320,000 compounds, 0.06% hits; purified UGM, fluorescence polarization probe displacement; P9WIQ1; inhibition, % at 10 µM; in the data active means inhibition above about 10%, passing the limit was not always enough; inconclusive means no clear call, values can overlap the other calls
FBA Mtb inh – inhibitors of M. tuberculosis fructose-bisphosphate aldolase | P9WQA3 | purified M. tuberculosis FBA, fluorescence read-out | inhibition, % at 1 µM | 360,000 compounds, 2.3% hits | AID 588726; in the data active means inhibition above about 27%;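 further: 0% = vehicle and 100% = reference inhibitor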
Target sequence (P9WQA3 whole entry, looked up): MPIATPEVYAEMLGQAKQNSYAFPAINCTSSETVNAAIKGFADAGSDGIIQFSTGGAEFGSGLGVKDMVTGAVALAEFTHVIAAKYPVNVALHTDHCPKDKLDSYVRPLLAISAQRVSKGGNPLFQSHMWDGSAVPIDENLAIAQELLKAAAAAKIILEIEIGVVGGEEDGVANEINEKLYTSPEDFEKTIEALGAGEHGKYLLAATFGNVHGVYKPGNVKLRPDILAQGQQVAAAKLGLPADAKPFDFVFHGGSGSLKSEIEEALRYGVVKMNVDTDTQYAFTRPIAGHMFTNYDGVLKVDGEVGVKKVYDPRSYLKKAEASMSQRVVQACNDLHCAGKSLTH
DUSP3 inh – DUSP3 (human) phosphatase inhibition. recombinant VHR phosphatase, pNPP absorbance. AID 1654. 290,000 compounds, 0.52% hits. inhibition, % at 13.3 µM; in the data active means inhibition above about 50%; further: some compounds called inactive have numbers as strong as hits
Target sequence (P51452 whole entry, looked up): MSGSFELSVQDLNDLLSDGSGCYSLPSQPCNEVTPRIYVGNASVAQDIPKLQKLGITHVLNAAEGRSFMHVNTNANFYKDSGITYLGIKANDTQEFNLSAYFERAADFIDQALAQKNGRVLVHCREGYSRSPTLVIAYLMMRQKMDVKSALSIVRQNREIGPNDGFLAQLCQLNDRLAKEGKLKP
Mtb BioA inh – blocks M. tuberculosis BioA enzyme activity | 360,000 compounds, 0.096% hits | purified M. tuberculosis BioA enzyme, plate reader | AID 602481 | inhibition, % at 9.99 µM; in the data active means inhibition above about 40%; inconclusive means no clear call, values can overlap the other calls
CCHF vOTU inh – CCHFV vOTU protease inhibition; Pep-AMC fluorescence; inhibition, % at 11.5 µM; 370,000 compounds, 0.55% hits; further: 0% = vehicle wells with enzyme and 100% = no enzyme wells
Rv3671c protease – Rv3671c (M. tuberculosis) protease inhibition | 320,000 compounds, 0.048% hits | inhibition, % at 5.96 µM | P9WHR9 | AID 2606; in the data active means inhibition above about 38%;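 further: extracellular domain of Rv3671c used as enzyme; 0% = enzyme with DMSO and 100% = no enzyme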
Target sequence (P9WHR9 whole entry, looked up, the tested form may be a part): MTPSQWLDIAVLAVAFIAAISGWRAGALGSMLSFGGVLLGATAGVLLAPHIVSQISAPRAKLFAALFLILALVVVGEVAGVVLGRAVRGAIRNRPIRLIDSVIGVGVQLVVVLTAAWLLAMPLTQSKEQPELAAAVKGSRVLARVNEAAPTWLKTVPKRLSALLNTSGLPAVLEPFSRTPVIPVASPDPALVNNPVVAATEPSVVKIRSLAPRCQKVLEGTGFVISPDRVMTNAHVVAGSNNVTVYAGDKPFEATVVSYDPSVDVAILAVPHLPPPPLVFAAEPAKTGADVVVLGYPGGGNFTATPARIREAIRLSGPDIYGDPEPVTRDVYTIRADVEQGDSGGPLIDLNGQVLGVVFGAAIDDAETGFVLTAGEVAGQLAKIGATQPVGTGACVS
MazF activator – MazEF (E. coli) toxin RNase activation; FAM/BHQ RNA-DNA oligo cleavage fluorescence, 5 h; activation, % at 20 µM; 350,000 compounds, 0.32% hits; in the data active means activation above about 50%
Target sequence (P0AE70 whole entry, looked up): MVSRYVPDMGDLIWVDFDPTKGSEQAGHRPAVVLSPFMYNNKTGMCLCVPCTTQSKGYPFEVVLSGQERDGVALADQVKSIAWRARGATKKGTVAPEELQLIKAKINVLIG
GDH-TPI counter – GDH-TPI coupled enzyme inhibition counter-screen. GDH-TPI coupled enzyme counterscreen, NADH absorbance. inhibition, % at 4.8 µM. 360,000 compounds, 1.2% hits;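 further: 0% = DMSO wells and 100% = wells lacking the enzyme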
FadD28 binding – M. tuberculosis FadD28 bisubstrate binding inhibition; FadD28 bisubstrate probe binding, fluorescence polarization; inhibition, % at 12.5 µM; 360,000 compounds, 0.22% hits; in the data active means inhibition above about 8.5%, passing the limit was not always enough; inconclusive means no clear call, values can overlap the other calls
* hit, by the source's call; u = inconclusive; x = no result given. Unless noted, no stated cut-off is given here; in the data, active means inhibition above about 30%; inactive means the rest. No enrichment for hits, and some 4.9% of all compounds hit somewhere here.

(1) Cn1nc(C(=O)Nc2cccc(C(F)(F)F)c2)c2ccccc2c1=O
(2) COc1ccc(-n2nc3c(N4CCC(C(=O)N5CCCCCC5)CC4)nnc(C)c3c2C)cc1
(3) NC(=O)C(c1ccccc1)C1CCCCC1 (stereo not drawn)
(4) Cc1cc(C(=O)OCC(=O)NCc2ccc(Cl)cc2)c(C)o1
(5) Cc1cccc(OCCNc2cc(N3CCN(CCO)CC3)ccc2[N+](=O)[O-])c1
(6) O=C(O)CSc1nnc(C2COc3ccccc3O2)n1-c1ccccc1 (stereo not drawn)

assay / compound	1	2	3	4	5	6
BoNT F protease	x	10	-6	4	3	3
UGM FP inh	2.0	0.0	1.8	-1.2	2.1	2.0
FBA Mtb inh	1	5	0	4	-15	1
DUSP3 inh	-1	8	21	10	18	-17
Mtb BioA inh	x	39	-0.6	1.1	2.6	9.5
CCHF vOTU inh	9	6	4	11	2	6
Rv3671c protease	-11	-15	0	4	-13	-3
MazF activator	6	1	-9	6	-4	6
GDH-TPI counter	6	19	7	3	8	-8
FadD28 binding	-1.5	0.0	-1.1	0.0	-19	-3.7

(7) CCCc1cc(=O)oc2cc(OCC(=O)NCCN3CCOCC3)c(Cl)cc12
(8) CCN(CC)CCNC(=O)CN1C(=O)CSc2ccc(S(=O)(=O)N3CCOCC3)cc21
(9) CC[N+](CC)(CC)CC(=O)Nc1ccc(SC(F)F)cc1
(10) CCN=C1SC(CC(=O)NC(C)c2ccccc2)C(=O)N1CC (stereo not drawn)
(11) O=C(O)CCCCCN1C(=O)C(O)=C(C(=O)/C=C/c2ccccc2)C1c1ccccc1[N+](=O)[O-] (stereo not drawn)
(12) Cc1ccc(C(=O)NCC(=O)NCC(=O)OCc2ccc(Cl)cc2)cc1

assay / compound	7	8	9	10	11	12
BoNT F protease	1	4	4	-5	-5	1
UGM FP inh	x	x	-1.4	-0.6	5.8	x
FBA Mtb inh	16	-2	1	3	1	2
DUSP3 inh	x	x	-4	7	15	-8
Mtb BioA inh	-1.6	-0.9	-1.0	x	x	-1.1
CCHF vOTU inh	4	11	-11	-3	7	8
Rv3671c protease	x	x	-6	-9	3	5
MazF activator	6	5	-8	7	-1	1
GDH-TPI counter	33*	8	2	-4	-4	3
FadD28 binding	0.4	-1.7	-2.4	-2.0	-2.1	-2.1

(13) CCn1c(=O)cc(OCC(=O)O)c2ccccc21
(14) COc1ccc(C2c3ccc(O)cc3Oc3ncn(CCCO)c(=N)c32)cc1OC (stereo not drawn)
(15) Cc1cccnc1NC(=O)Nc1ccc(Cl)cc1
(16) CCN1CCN(c2cn[nH]c(=O)c2Cl)CC1
(17) CCOc1ccc(S(=O)(=O)NC2CCCC2)cc1
(18) Fc1cccc(Cc2noc(CN3CCCN(C4Cc5ccccc5C4)CC3)n2)c1

assay / compound	13	14	15	16	17	18
BoNT F protease	7	-6	u	0	-5	-6
UGM FP inh	0.4	1.9	-2.1	-0.9	0.3	0.7
FBA Mtb inh	-6	5	-1	0	3	4
DUSP3 inh	12	13	16	22	22	4
Mtb BioA inh	-1.1	-50	-0.9	x	-2.3	x
CCHF vOTU inh	6	6	-13	-24	-6	-9
Rv3671c protease	2	3	3	1	-7	4
MazF activator	2	1	1	6	-5	-14
GDH-TPI counter	5	9	5	4	-4	11
FadD28 binding	-4.5	4.1	0.3	0.2	0.1	-0.6

(19) CCn1c(N)cc(=O)[nH]c1=S
(20) COc1ccccc1NC(=O)c1sc2ncn(Cc3ccccc3C)c(=O)c2c1C
(21) COCCn1c(SCCOc2ccccc2)nc2ccccc2c1=O
(22) Cc1cccc(NC(=O)CSCC(=O)Nc2ccccc2N2CCCC2)c1
(23) COc1cc(-c2nc(S(=O)(=O)c3ccccc3)c(N3CCOCC3)o2)cc(OC)c1OC
(24) Cc1cc(-c2ccc(C(C)C)c(S(=O)(=O)NCCN3CCC(C)CC3)c2)on1

assay / compound	19	20	21	22	23	24
BoNT F protease	8	7	-25	-11	-34	-15
UGM FP inh	x	2.0	2.3	2.1	-2.1	-1.1
FBA Mtb inh	2	4	-2	-2	-2	-1
DUSP3 inh	x	14	-3	-14	-10	7
Mtb BioA inh	x	x	2.1	0.4	-0.8	1.3
CCHF vOTU inh	-19	-5	5	-6	-3	-1
Rv3671c protease	x	-5	-6	2	5	-9
MazF activator	-2	-15	3	-12	2	11
GDH-TPI counter	15	14	7	1	13	-2
FadD28 binding	0.1	-5.7	0.4	-2.8	-0.7	-0.5

(25) CC(=O)c1c(C)[nH]c(C(=O)CSc2nnc(-c3ccccc3)o2)c1C
(26) CCc1cc(C(=O)c2ccccc2)c(N)s1
(27) O=C(Nc1ccc(Br)cc1)C1CCCN(S(=O)(=O)c2cccnc2)C1 (stereo not drawn)
(28) COc1ccc(CNC(=O)C[C@H]2C[C@H](C(=O)N3CCCCC3)[C@@]3(C)c4[nH]c5cc(CCC(=O)N(C)C)ccc5c4CCN3C2=O)cc1OC
(29) CN(C)S(=O)(=O)c1ccc(C(=O)Nc2nnc(-c3ccc4c(c3)CCCC4)o2)cc1
(30) CC1(C)N=C(c2ccc(Cl)cc2)C(=O)N1

assay / compound	25	26	27	28	29	30
BoNT F protease	-6	-8	-8	2	-19	-4
UGM FP inh	2.1	0.5	-1.7	x	4.7	-0.4
FBA Mtb inh	0	-2	-6	4	0	3
DUSP3 inh	6	44	-6	x	15	15
Mtb BioA inh	13	0.9	x	-3.8	-1.2	0.5
CCHF vOTU inh	-10	-12	1	-7	-1	5
Rv3671c protease	-1	-6	2	x	1	0
MazF activator	-4	9	5	19	6	2
GDH-TPI counter	-9	21	-13	9	10	2
FadD28 binding	-3.4	-1.7	-2.9	-0.1	-1.9	-2.3

Single records, from the list above. Values in the order: BoNT F protease | UGM FP inh | FBA Mtb inh | DUSP3 inh | Mtb BioA inh | CCHF vOTU inh | Rv3671c protease | MazF activator | GDH-TPI counter | FadD28 binding
CC(=O)c1c(C)[nH]c(C(=O)CSc2nnc(-c3ccccc3)o2)c1C reads -6 | 2.1 | 0 | 6 | 13 | -10 | -1 | -4 | -9 | -3.4
CN(C)S(=O)(=O)c1ccc(C(=O)Nc2nnc(-c3ccc4c(c3)CCCC4)o2)cc1 reads -19 | 4.7 | 0 | 15 | -1.2 | -1 | 1 | 6 | 10 | -1.9
CC1(C)N=C(c2ccc(Cl)cc2)C(=O)N1 reads -4 | -0.4 | 3 | 15 | 0.5 | 5 | 0 | 2 | 2 | -2.3
O=C(Nc1ccc(Br)cc1)C1CCCN(S(=O)(=O)c2cccnc2)C1 (stereo not drawn) reads -8 | -1.7 | -6 | -6 | x | 1 | 2 | 5 | -13 | -2.9
COc1ccc(CNC(=O)C[C@H]2C[C@H](C(=O)N3CCCCC3)[C@@]3(C)c4[nH]c5cc(CCC(=O)N(C)C)ccc5c4CCN3C2=O)cc1OC reads 2 | x | 4 | x | -3.8 | -7 | x | 19 | 9 | -0.1

Remaining list, next part.
(31) COc1cccc(/C(O)=C2/C(=O)C(=O)N(CCN3CCOCC3)C2c2cccs2)c1 (stereo not drawn)
(32) CCCNC(=O)c1ccc(Cn2c(=S)[nH]c3c([nH]c4ccc(OC)cc43)c2=O)cc1
(33) Cc1nn(CC(=O)NCc2cccnc2)c(=O)c2ccccc12
(34) O=C(O)CCC(=O)N1N=C(c2cccs2)CC1c1cn(-c2ccccc2)nc1-c1ccccc1 (stereo not drawn)
(35) COc1ccc(NC(=O)CCNC(=O)c2ccccc2Cl)cc1OC
(36) COC(=O)c1ccccc1NC(=O)c1cccs1

assay / compound	31	32	33	34	35	36
BoNT F protease	11	0	-23	-13	-5	-15
UGM FP inh	-1.6	3.8	-0.7	5.2	2.6	2.8
FBA Mtb inh	3	4	0	17	2	1
DUSP3 inh	53*	4	28	-4	-24	-8
Mtb BioA inh	-1.0	1.7	0.4	1.0	-0.5	-3.3
CCHF vOTU inh	17	1	8	3	-14	-5
Rv3671c protease	0	-1	10	-16	8	0
MazF activator	-7	6	8	-1	3	6
GDH-TPI counter	24	18	-4	20	-1	5
FadD28 binding	0.1	-1.5	0.0	-2.3	x	-1.8

(37) O=S(=O)(c1ccc(SCCOc2ccccc2Cl)nc1)N1CCCC1
(38) CCN(CC)c1ncnc2c1ncn2[C@H]1CN(Cc2ccccc2)C[C@@H](CO)O1
(39) CC1=C(C(=O)N2CCOCC2)C(c2cccc3ccccc23)NC(=S)N1 (stereo not drawn)
(40) CCOc1ccc(NC(=O)CN(C)S(=O)(=O)c2ccc(-c3ccc(=O)[nH]n3)s2)cc1
(41) COc1cc(S(=O)(=O)N2CCN(c3ccccc3F)CC2)ccc1Cl
(42) CCOC(=O)[C@@H]1[C@H]2COc3ccccc3[C@@H]2N2C(=O)N(c3ccccc3)C(=O)[C@@]12C

assay / compound	37	38	39	40	41	42
BoNT F protease	1	-8	4	-1	-3	-1
UGM FP inh	-1.8	x	2.8	0.8	-0.8	0.6
FBA Mtb inh	0	-1	-6	-4	0	3
DUSP3 inh	x	x	-9	35	1	17
Mtb BioA inh	0.9	-0.1	x	0.7	1.7	-1.1
CCHF vOTU inh	10	19	-1	10	-1	x
Rv3671c protease	-7	x	-3	-21	2	0
MazF activator	2	x	0	-7	0	7
GDH-TPI counter	5	5	-7	10	2	13
FadD28 binding	-1.5	-2.0	-2.0	-2.3	-4.0	-2.5

(43) CCOC(=O)Cn1nc(NC(=O)c2ccc(C(=O)OC)cc2)cc1C
(44) CC(C)OC(=O)NCCOC(=O)Nc1ccc(Cl)cc1
(45) CC(C)n1c(NCc2c[nH]c3ccccc23)nc2ccccc21
(46) COc1ccc(N[C@@H]2CCN3C(=O)c4ccccc4[C@@H]3C[C@H]2O)cc1
(47) COc1ccc(NC(=O)c2cc(-c3ccc(C)c(C)c3O)n[nH]2)cc1Cl
(48) CCSc1nc(N)nc(-c2cccs2)c1C#N

assay / compound	43	44	45	46	47	48
BoNT F protease	-20	5	7	-12	-2	-4
UGM FP inh	-1.6	-1.3	-2.3	x	-2.5	3.9
FBA Mtb inh	1	0	2	-2	-1	3
DUSP3 inh	46	1	-18	x	9	28
Mtb BioA inh	0.3	x	1.0	5.4	-0.6	0.3
CCHF vOTU inh	0	7	5	14	-8	5
Rv3671c protease	6	3	8	x	-56	-11
MazF activator	2	-18	13	11	0	7
GDH-TPI counter	-3	2	0	4	2	13
FadD28 binding	-1.3	-1.4	-2.5	0.3	1.4	-14

(49) COc1ccc(C(=O)NC(C)c2ccc(-n3ccnc3)cc2)c(OC)c1 (stereo not drawn)
(50) CN(C)CCCNC(=O)c1cc(C(=O)c2ccccc2)c[nH]1
(51) COCCN(Cc1ccccc1)C(=O)c1cc(S(=O)(=O)N2CCCCCC2)ccc1OC
(52) O=S(=O)(Nc1nc2ccccc2nc1N1CCN(c2ccccn2)CC1)c1ccc(Cl)cc1

assay / compound	49	50	51	52
BoNT F protease	5	-1	-6	-6
UGM FP inh	-0.9	-2.4	-0.4	x
FBA Mtb inh	-1	3	0	10
DUSP3 inh	35	5	x	-4
Mtb BioA inh	12	0.3	x	3.8
CCHF vOTU inh	11	-7	9	6
Rv3671c protease	1	4	-4	x
MazF activator	-3	5	-4	-660
GDH-TPI counter	0	2	6	10
FadD28 binding	-0.9	0.1	-1.9	1.8

3 structures out of the list, sorted by length of the SMILES, rising:
(50) CN(C)CCCNC(=O)c1cc(C(=O)c2ccccc2)c[nH]1
(47) COc1ccc(NC(=O)c2cc(-c3ccc(C)c(C)c3O)n[nH]2)cc1Cl
(52) O=S(=O)(Nc1nc2ccccc2nc1N1CCN(c2ccccn2)CC1)c1ccc(Cl)cc1

assay / compound	50	47	52
BoNT F protease	-1	-2	-6
UGM FP inh	-2.4	-2.5	x
FBA Mtb inh	3	-1	10
DUSP3 inh	5	9	-4
Mtb BioA inh	0.3	-0.6	3.8
CCHF vOTU inh	-7	-8	6
Rv3671c protease	4	-56	x
MazF activator	5	0	-660
GDH-TPI counter	2	2	10
FadD28 binding	0.1	1.4	1.8
